Bioassay records from PubChem BioAssay.
FN deposit inh: fibronectin deposition inhibition; AH1F fibroblasts, Alexa488-fibronectin deposition fluorescence, overnight; actives 0.086% (n = 350,000); inhibition, % at 12.6 µM;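 active = mean inhibition across replicates of 30% or more, regardless of how many single replicates reach that level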;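 also: positive control wells lacked labelled fibronectin entirely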
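test system = AH1F fibroblasts assembling fluorescent fibronectin matrix | quantity = 10000 AH1F cells per well | buffer or medium = DMEM plus 2% serum, read in PBS | doses = single dose, pinned | incubation = 1 h cell attachment, overnight exposure to compound and label | detection = fluorescence at 485 nm excitation, 525 nm emission | read-out basis = inhibition from reduced deposited-fibronectin fluorescence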
Casp6 inh: caspase-6 (human) enzyme inhibition. P55212. purified caspase-6, Z-VEID-R110 cleavage fluorescence. inhibition, % at 12.5 µM. actives 0.53% (n = 350,000). AID 686996;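 active = mean inhibition across replicates at least about 35%, with every replicate also reaching that limit, limit read from the data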;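 also: 0% = median of neutral control wells and 100% = no fluorescence left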
Target sequence (P55212 24-179 limits assumed): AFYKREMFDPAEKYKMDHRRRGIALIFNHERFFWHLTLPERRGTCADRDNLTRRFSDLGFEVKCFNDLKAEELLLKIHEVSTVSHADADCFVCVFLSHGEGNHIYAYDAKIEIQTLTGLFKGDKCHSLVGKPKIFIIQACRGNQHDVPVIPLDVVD
Target sequence (P55212 194-293 limits assumed): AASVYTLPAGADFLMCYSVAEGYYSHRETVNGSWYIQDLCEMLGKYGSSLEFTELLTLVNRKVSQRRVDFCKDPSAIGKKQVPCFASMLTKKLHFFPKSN
LGR2 inh: inhibitors of bursicon-induced Drosophila LGR2 receptor cAMP signaling. HEK293 LGR2, CRE-luciferase, bursicon-stimulated, 4 h. inhibition, % at 9.99 µM. actives 0.35% (n = 380,000);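 active = drop in luminescence signal, shown as inhibition above about 50% in the replicate tests, limit read from the data, passing the limit was not always enough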;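 also: agonist challenge used bursicon conditioned medium at about half maximal strength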
EWS-Fli block: EWS/Fli transcriptional activity inhibition | AID 651661 | inhibition, % at 12.6 µM | actives 0.67% (n = 350,000) | A673 NR0B1-luciferase reporter, viability-normalised;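 active = mean inhibition of at least 50% after viability correction, with every replicate also passing that limit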;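 also: firefly luciferase signal divided by Alamar Blue viability fluorescence both relative to DMSO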
PAX8 reporter: lowers PAX8-driven luciferase in RMG-I cells | actives 1.2% (n = 360,000) | AID 652154 | inhibition, % at 12.6 µM | RMG-I TPO-luciferase reporter, SteadyGlo, 24 h;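 active = mean replicate inhibition at least 60% with every replicate also reaching 60%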;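 also: luciferase light reporting Pax8 driven TPO promoter activity; plate controls were median of neutral control wells for no effect and mitoxantrone controls for full effect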
Cneo AK release: Cryptococcus neoformans lysis via adenylate kinase release | C. neoformans lysis, adenylate kinase release luminescence, 4 h; normalised: neutral wells 0, clomiphene wells 100 | lysis activity, % at 15 µM | actives 0.2% (n = 360,000) | AID 651654;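 active = mean lysis activity across replicates of at least 80%, whatever share of replicates individually reach that level; inactive = mean lysis activity below 80%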
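Test system: log-phase Cryptococcus neoformans yeast cells. Input: 5 × 10^6 yeast cells/mL. Medium: fresh YPD growth medium. Doses: single dose. Incubation: static 4 h at 37 °C with compound, 1 h detection. Measured by: luminescent adenylate kinase detection reagent. Read-out: signal increase indicating cell lysis. Benchmarks: Clomiphene.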
PGC1a acetyl inh: modulators of PGC1a acetylation. U2OS PGC1a acetylation, AlphaScreen anti-acetyl-lysine; with virally co-expressed GCN5 acetyltransferase. inhibition, % at 15.6 µM. actives 0.17% (n = 350,000). AID 651687;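 active = every replicate shows inhibition of at least 40%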;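 also: 0% = neutral control wells and 100% = positive control wells; some results beyond the cut were filed as inactive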
miR122 inh: blocks miR-122 activity in Huh7 sensor cells; Huh7 miR-122 Renilla luciferase sensor, 48 h; neutral wells = 0, positive control = 100; activation (reporter increase), % at 12.5 µM; actives 0.3% (n = 340,000);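 active = mean replicate activation score at least 90 and every replicate individually at or above 90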;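 also: higher luciferase means less miR-122 activity so hits act as miR-122 inhibitors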
Starred values were filed as active, the others as inactive; / = not tested or not shown; [ ] = dose if it differs, or a comment.

Compound	FN deposit inh	Casp6 inh	LGR2 inh	EWS-Fli block	PAX8 reporter	Cneo AK release	PGC1a acetyl inh	miR122 inh
C[C@@H]1CN([C@@H](C)CO)C(=O)c2cc(NC(=O)CCCN(C)C)ccc2O[C@@H](C)CCCCO[C@@H]1CN(C)C(=O)NC1CCCCC1	1	0	2	-2	/	-1	-3	-1[16.7 µM]
COc1ccc(C#Cc2ccc([C@@H]3[C@@H](CO)N4C(=O)CN(C(C)=O)C[C@H]34)cc2)cc1	/	/	5	0	-11	/	7	/
Cn1c(N)c(C(=O)COC(=O)c2cc(S(=O)(=O)N3CCOCC3)ccc2F)c(=O)n(C)c1=O	10	2	-8	67*	7	4	-18	-1
COc1ccc(NC(=O)NNC(=O)c2ccc(Cl)cc2Cl)cc1OC	2	-7	-4	-2	6	-1	-2	-4
Cc1cccc2sc(NC(=O)CCNC(=O)c3ccco3)nc12	/	2	0	-10	2	0	-2	-5
COc1cc(O)c(C(CCN2CCCCC2)c2cc(OC)c(OC)c(OC)c2)c(OC)c1 (configuration not stated)	6	-6	-7	4	-71	1	4	4
CCOC(=O)c1cccc(NC(=O)CN2C(=O)C3CC=CCC3C2=O)c1 (configuration not stated)	3	2	0	-3	/	0	2	-2
O=C(C[C@@H]1CC[C@H]2[C@@H](COC[C@H](O)CN2Cc2cccc(-c3ccncc3)c2)O1)N1CCOCC1	-3	/	3	5	-1	0	0	-3[16.7 µM]
COC(=O)c1ccc(N2CCN(C)CC2)c(NC(=O)COc2ccccc2Cl)c1	9	0	4	11	1	0	-12	-5
CCOc1cc(/C=C2\N=C3CCCCCN3C2=O)ccc1O	-10	4	-53	-4	-1	/	/	/
Cc1cc(NS(=O)(=O)c2ccc(NC(=O)C3CCCCC3)cc2)no1	4	1	-3	-1	-4	1	16	-4
Cc1cccc(NC(=O)c2cc(-c3ccc(C)c(C)c3O)n[nH]2)c1	8	2	-120	-107	-120	-2	-5	3
N#Cc1ccc(Nc2nc(NCc3ccccc3)nc3ccsc23)cc1	15	1	-35	-30	-5	-2	/	-4
COc1ccc(OCC(O)COc2ccc(C(=O)O)cc2)cc1 (configuration not stated)	-6	/	/	/	/	0	1	-18
O=C(CSc1nc(SCC(=O)NCc2ccccc2)n(-c2ccccc2)n1)NCc1ccccc1	/	5	12	17	/	-1	-9	4
CNC[C@@H]1Oc2c(NS(=O)(=O)c3cn(C)cn3)cccc2C(=O)N([C@H](C)CO)C[C@H]1C	15	-2	17	-1	-4	-8	25	-7[16.7 µM]
O=C(COC(=O)c1nc(Cl)c(Cl)c(Cl)c1Cl)c1ccc[nH]1	0	4	-3	6	23	2	-4	12
O=C(Cn1c(O)c(/C=C2\C=Nc3ccccc32)sc1=O)Nc1ccc2c(c1)OCO2	/	-4	2	-2	/	-4	-3	-2
C/C=C/c1ccc([C@H]2[C@@H](CO)N(C(C)=O)[C@H]2CNC(=O)CC2CC2)cc1	-23	5	5	-17	14	2	3	7[16.7 µM]
CCN(Cc1cc2ccccc2[nH]c1=O)C(=O)C(C)C	-3	/	/	/	2	0	-2	-6
COc1ccc(NS(=O)(=O)c2cc(C(=O)OC(C)C(=O)N3CCOCC3)ccc2Cl)cc1 (configuration not stated)	-8	4	-7	-2	-24	/	/	/
CC(C)NC(=O)N1[C@@H](C#N)[C@H](c2ccc(-c3ccc(F)cc3)cc2)[C@@H]1CO	1	0	-18	11	53	-3	-8	/
CS(=O)(=O)Nc1ccc2c(c1)[C@H]1C[C@@H](CC(=O)NCc3ccccc3F)O[C@H](CO)[C@H]1O2	-2	1	12	2	/	2	-4	4[16.7 µM]
O=C(NN=C1CCCCCC1)c1ccc(Br)o1	-1	/	0	/	1	-2	2	0
O=C(Nc1ccc2nc(N3CCOCC3)sc2c1)c1ccccc1	3	0	-39	-17	-28	-2	/	/
C1CCCN(c2nc3nonc3nc2N2CCCCCC2)CC1	5	0	/	3	-8	/	1	/
Cc1ccccc1NC(=O)CN1CCCC1	10	0	-9	-11	-4	2	-6	-3
CN(C)CCCNC(=O)C[C@@H]1CC[C@H](NC(=O)Cc2cccnc2)[C@H](CO)O1	-15	1	18	-6	4	-6	1	/
C[C@@H]1CN([C@H](C)CO)C(=O)Cc2cc(NC(=O)C3CCCCC3)ccc2O[C@H]1CN(C)Cc1ccncc1	/	-2	-1	2	/	6	-2	-5[16.7 µM]
CCNC(=O)C(=O)c1c(-c2ccccc2)[nH]c2ccccc12	0	2	8	5	-1	/	2	/

3 of the entries above in order of the miR122 inh value, high to low:
molecule | Casp6 inh | LGR2 inh | PGC1a acetyl inh | miR122 inh
O=C(CSc1nc(SCC(=O)NCc2ccccc2)n(-c2ccccc2)n1)NCc1ccccc1 | 5 | 12 | -9 | 4
O=C(NN=C1CCCCCC1)c1ccc(Br)o1 | / | 0 | 2 | 0
Cn1c(N)c(C(=O)COC(=O)c2cc(S(=O)(=O)N3CCOCC3)ccc2F)c(=O)n(C)c1=O | 2 | -8 | -18 | -1

Next compounds:
Compound	FN deposit inh	Casp6 inh	LGR2 inh	EWS-Fli block	PAX8 reporter	Cneo AK release	PGC1a acetyl inh	miR122 inh
CCN(CC)CCN(Cc1cc2cc3c(cc2[nH]c1=O)OCCO3)C(=S)NCCOC	-6	-2	-9	1	13	1	-13	4
COc1ccc(-c2ccc(N(C)C)cc2)cc1[C@H]1[C@H]2C=CC[C@@H](C)[C@@H]2C(=O)N1Cc1ccccc1	-1	/	-8	-6	-10	0	/	3
CNC[C@H]1OCCCC[C@@H](C)Oc2ccc(NC(=O)Nc3ccc4c(c3)OCO4)cc2C(=O)N([C@@H](C)CO)C[C@H]1C	/	-1	11	1	-4	0	6	-9[16.7 µM]
COc1cccc(N2CC(C(=O)N3CCC4(CC3)CC(=O)c3ccccc3O4)CC2=O)c1 (configuration not stated)	3	1	6	14	7	-2	14	6
C[C@@]12C(=O)Nc3ccc(F)cc3C(=O)N1[C@H]1c3cc(Cl)ccc3OC[C@@H]1[C@@H]2c1ccccc1	6	2	4	8	6	-6	4	-3
Nc1nc2cc(S(=O)(=O)NC3=NCCCCC3)ccc2s1	-2	1	-4	0	-16	/	-3	2
CC(=O)N/C(=C\c1ccccc1)C(=O)OCc1ccc(F)cc1	7	-1	-5	/	-3	0	-1	6
COc1ccc2c3c([nH]c2c1)[C@@H](CO)N(C(=O)C1CCCC1)CC31CN(Cc2nccs2)C1	/	1	-5	13	0	/	/	/
COc1cc2oc(=O)cc(CN3CCCC3)c2cc1Cl	5	-2	1	7	2	0	0	-4
Cc1ccc(C)c(S(=O)(=O)N2CCN(C(=O)C3CCN(C(=O)c4ccc(F)cc4)CC3)CC2)c1	1	1	-6	9	15	/	/	/
COc1ccccc1NC(=O)NCCCl	-1	/	-3	/	/	0	-8	-2
COc1ccc(CCNC(=O)CS(=O)Cc2nc(-c3ccc(C)cc3)oc2C)cc1OC (configuration not stated)	-14	-1	0	6	16	16	-8	4
COCOCCn1cc(CN2CCS(=O)(=O)N(Cc3ccc(-c4ccc(C)cc4)cc3)C(C)C2=O)nn1 (configuration not stated)	3	0	-2	-15	-10	-1	-14	0
COc1ccc(NC(=O)C2CCCN(C(=O)Nc3cccc(OC)c3)C2)cc1 (configuration not stated)	-2	-5	-4	-7	4	-1	/	-6
CC1Cc2cc(/C=C3/SC(=S)NC3=O)ccc2O1 (configuration not stated)	-1	2	-33	-55	-56	-4	5	-1
CN(C)c1ncc(CN2CCC(C(=O)Nc3ccc(-n4cccn4)cc3)CC2)s1	1	0	-16	-7	-14	-3	/	/
N#CCC(=O)N/N=C/c1cc([N+](=O)[O-])ccc1N1CCCC1	-3	1	5	-14	-9	2	/	-6
O=C(C[C@H]1CC[C@@H]2[C@H](COC[C@@H](O)CN2C(=O)Nc2ccc(Cl)cc2)O1)N1CCCCC1	0	1	-29	-33	4	-7	4	-2[16.7 µM]
CCCCCCC(=O)Nc1nc(C)c(-c2csc(Nc3cccc(OC)c3)n2)s1	-9	-3	-11	-12	4	-2	-2	9
CCN(CC)c1ccc(C(=O)Nc2ccccc2)cc1[N+](=O)[O-]	4	1	-87	-171	-194	/	/	/
COc1cc(COC(C)=O)ccc1OC(C)=O	/	0	/	-2	-3	8	-28	/
CN(Cc1ccc(Cl)cc1Cl)C(=O)C1CC(=O)N(Cc2ccco2)C1 (configuration not stated)	/	2	-7	3	-7	-1	-14	-5
CC(c1ccccn1)N(Cc1ccco1)C(=S)Nc1cccc(F)c1 (configuration not stated)	4	20	-2	4	-2	-2	8	0
CC1(C)CSC(C)(C)C(=O)N1	/	-2	10	-3	1	1	-5	-7
CN(C)c1ccc(C(=O)OCc2ccc(Br)cc2)cc1	/	/	16	/	/	1	1	-6
COc1cccc(CNS(=O)(=O)c2c(C(=O)N3CCCC3)c(C)n(C)c2C)c1	14	2	11	5	-10	0	8	4
O=C(NC1CCS(=O)(=O)C1)/C(=C\c1ccc(F)cc1)NC(=O)c1ccccc1 (configuration not stated)	-5	-3	41	3	-10	/	/	/
C[C@@H]1CN([C@@H](C)CO)C(=O)c2cc(NS(C)(=O)=O)ccc2O[C@H]1CN(C)Cc1ccncc1	/	-2	-12	2	2	-11	9	-1[16.7 µM]
Cc1cc(-c2csc3nc[nH]c(=S)c23)cc(C)c1C	-18	6	3	37	11	15	-1	-6
COC(=O)c1csc(S(=O)(=O)N2CCCCC2)c1OC	-11	1	/	0	4	/	/	/
OC(COc1ccc(Cl)cc1)CN1CCN(c2cccc(Cl)c2)CC1 (configuration not stated)	3	0	-9	3	-19	-1	6	-7
O=C(COc1ccc(S(=O)(=O)N2CCOCC2)cc1Cl)NCCN1CCOCC1	-1	0	15	5	-3	0	/	-3
Cc1cccc(NC(=O)CN2C(=O)c3ccccc3C2=O)c1C	-2	3	-27	0	27	/	-1	/
COc1ccc2c3c(n(C)c2c1)[C@@H](CO)N(Cc1ccccc1F)CC31CN(C(C)=O)C1	/	1	4	-9	-63	/	4	/
COCCn1c(SC(C)C(=O)Nc2ccc(N3CCOCC3)cc2)nnc1-c1ccncc1 (configuration not stated)	5	1	2	-2	-1	/	/	/
CC[N+]1(C)CCC(O)(c2ccc(OC)cc2)C(C(=O)c2ccc(OC)cc2)C1 (configuration not stated)	5	1	-4	-3	76*	/	/	/
CNC(=S)N(Cc1cc2cc(C)ccc2n2nnnc12)CC(C)(C)CN(C)C	2	3	-10	-2	-10	0	-9	-4
CN1CCN(c2ccc(NC(=O)c3ccc(-c4cccc([N+](=O)[O-])c4)o3)cc2)CC1	0	-69	4	-40	-5	/	-24	/
O=C(NNS(=O)(=O)c1ccc(F)cc1)c1cccc(O)c1	-1	-1	2	4	7	5	7	8
COc1ccc(NC(=O)N2CC(=O)N3[C@@H](CO)[C@H](c4ccc(Br)cc4)[C@@H]3C2)cc1	-10	5	3	10	/	/	10	/
CC1CCN(C(=O)Cn2c(=O)oc3cc(S(=O)(=O)N4CCCCC4)ccc32)CC1	0	-10	-5	2	-9	2	/	/
CC(C)c1nc2sc3c(=O)[nH]c(=S)[nH]c3c2c2c1CCCC2	-4	2	-7	-24	-11	-2	1	-5
